Screens deposited in PubChem by National Center for Advancing Translational Sciences (NCATS).
Vif-APOBEC3F blk: qHTS for Inhibitors of Vif-A3F Interactions: qHTS; HeLa A3F-eYFP + Vif (tagged APOBEC3F with the HIV-1 protein that degrades it), YFP fluorescence increase; hit rate 0.2% among 390,000; Potency, µM (top dose mostly 46.1 µM), for inactives: at the highest dose activity, negative = active; AID 602313, 2012; also: % of control where 0% means no effect; nearly all actives have a fitted effect of over 65% in size
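Fluorescence increase (Ex 488/Em 500-530) after overnight compound treatment at 37 deg C flags inhibition of Vif-driven A3F-eYFP loss in stable HeLa A3F-eYFP/Vif cells seeded overnight beforehand.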
TrxR1 inh: qHTS Assay for Inhibitors of Mammalian Selenoprotein Thioredoxin Reductase 1 (TrxR1): qHTS | AID 588453, 2011 | hit rate 1% among 390,000 | Potency, µM (highest dose often 114 µM), without a hit: at the top dose activity change, negative = inhibition, usual class: inhibitors | recombinant rTrxR1, NADPH fluorescence consumption, selenite substrate; also: % is scaled to controls: 0 for no effect and ±100 for the full control effect; nearly all actives have a fitted effect of over 65% in size
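Rat TrxR1 (90 nM in the dispensed reagent) was pre-reduced with 400 uM NADPH for 5 min at room temperature, then incubated with compound for 15 min. After 400 uM selenite was added, NADPH fluorescence (Ex 340/Em 450 nm) was followed for 8 min.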
12-LOX inh: Primary qHTS assay for inhibitors of human arachidonate 12S-lipoxygenase (ALOX12): Round 2; Polyunsaturated fatty acid lipoxygenase ALOX12 (Homo sapiens), P18054; purified 12hLO, xylenol orange hydroperoxide absorbance; Potency, µM (titrated, usually from 108 µM), inactives show at the highest dose activity change, negative = inhibition, actives largely listed as inhibitors; hit rate 1.1% among 580,000; also: % is scaled to controls: 0 for no effect and ±100 for the full control effect
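Purified human 12hLO (150 nM final) in 25 mM Hepes, 0.01% Triton X-100, pH 7.0 was preincubated 15 min at room temperature with compound. Then 40 uM arachidonic acid was added, 30 min. Hydroperoxide was read by Fe-XO absorbance ratio 573/405 nm.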
RGS4 inh: Inhibitors of Regulator of G Protein Signaling (RGS) 4: qHTS | Regulator of G-protein signaling 4 (Homo sapiens), P49798 | Transcreener GDP fluorescence polarization, RGS4-accelerated GTP hydrolysis | Potency, µM (highest dose often 114 µM), for the others: at the top dose activity change, negative = inhibition, hits mostly inhibitors | hit rate 0.039% among 390,000 | AID 504845, 2011; also: % is scaled to controls: 0 for no effect and ±100 for the full control effect; nearly all actives have a fitted effect of over 75% in size; some results filed as inactive show a strong effect at the top dose
Target sequence (P49798 whole entry, looked up): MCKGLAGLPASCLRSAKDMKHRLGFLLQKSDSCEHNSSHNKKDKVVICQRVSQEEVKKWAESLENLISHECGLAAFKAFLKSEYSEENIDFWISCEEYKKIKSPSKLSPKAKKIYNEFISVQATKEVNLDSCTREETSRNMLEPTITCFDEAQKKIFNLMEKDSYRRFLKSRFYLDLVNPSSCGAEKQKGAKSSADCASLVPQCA
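MLSMR compounds (23 nl, pin-transferred) preincubated 10 min at room temperature with a 500nM (2x) first reagent, then RGS4 at 900nM (2x) plus Transcreener GDP mix added; fluorescence polarization (620/688 nm) read before and after 90 min at 30 °C.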
Vif-APOBEC3G blk: qHTS for Inhibitors of Vif-A3G Interactions: qHTS. DNA dC->dU-editing enzyme APOBEC-3G (Homo sapiens), Q9HC16. HeLa A3G-eYFP + Vif (tagged APOBEC3G with the HIV-1 protein that degrades it), YFP fluorescence, overnight. Potency, µM (highest dose often 46.1 µM), without a hit: at the highest dose activity, negative = active, hits mostly inhibitors. hit rate 0.076% among 410,000. AID 602310, 2012;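 also: % is scaled to controls: 0 for no effect and ±100 for the full control effect; nearly all actives have a fitted effect of over 60% in size; hits raise eYFP signal because A3G escapes Vif-driven loss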
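HeLa cells stably expressing Vif and C-terminally eYFP-tagged A3G, seeded overnight at 37 deg C, then exposed to compound by pintool overnight at 37 deg C. Rise in yellow fluorescence (Ex 488/Em 500-530, Acumen) marks blocked Vif-driven A3G degradation.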
RXFP1 ag: qHTS Assay for Agonists of the Relaxin Receptor RXFP1; HEK293T-RXFP1 cAMP TR-FRET, 30 min; response scale: percent of porcine relaxin response, buffer zero; AID 2676, 2010; hit rate 0.3% among 370,000; Potency, µM (highest dose often 57.5 µM), without a hit: top-dose activation, usual class: activators; also: % is scaled to controls: 0 for no effect and ±100 for the full control effect; nearly all actives have a fitted effect of over 60% in size; many of its hits are not listed in these tables
Target sequence (Q9HBX9 whole entry, looked up): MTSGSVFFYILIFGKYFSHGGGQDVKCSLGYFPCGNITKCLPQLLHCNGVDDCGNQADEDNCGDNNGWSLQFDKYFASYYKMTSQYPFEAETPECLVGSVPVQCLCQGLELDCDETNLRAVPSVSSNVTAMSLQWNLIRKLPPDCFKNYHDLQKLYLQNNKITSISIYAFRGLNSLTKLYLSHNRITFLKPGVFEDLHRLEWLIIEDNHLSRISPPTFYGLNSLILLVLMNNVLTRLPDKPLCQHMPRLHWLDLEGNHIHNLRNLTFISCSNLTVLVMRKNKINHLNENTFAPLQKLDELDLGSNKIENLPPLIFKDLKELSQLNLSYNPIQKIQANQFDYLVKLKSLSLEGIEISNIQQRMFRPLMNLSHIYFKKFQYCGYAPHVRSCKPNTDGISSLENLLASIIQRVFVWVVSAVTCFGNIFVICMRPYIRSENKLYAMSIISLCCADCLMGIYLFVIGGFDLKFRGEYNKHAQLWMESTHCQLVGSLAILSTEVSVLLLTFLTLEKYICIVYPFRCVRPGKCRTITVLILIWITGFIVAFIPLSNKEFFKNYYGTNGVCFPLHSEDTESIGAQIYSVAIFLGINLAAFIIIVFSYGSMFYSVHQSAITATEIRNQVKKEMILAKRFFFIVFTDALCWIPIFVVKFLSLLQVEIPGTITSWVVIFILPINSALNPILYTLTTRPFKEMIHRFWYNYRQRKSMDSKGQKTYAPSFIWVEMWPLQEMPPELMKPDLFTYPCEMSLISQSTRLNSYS
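HEK293 cells stably expressing RXFP1, treated 30 min at 37C with compounds plus PDE4 inhibitor Ro 20174; cAMP measured by HTRF TR-FRET. Normalized to buffer and 29 nM porcine relaxin; EC50 by Hill fit.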
TrxR1 substrate: qHTS Assay for Substrates of Mammalian Selenoprotein Thioredoxin Reductase 1 (TrxR1): qHTS | purified TrxR1 substrate turnover, NADPH consumption readout | Potency, µM (top dose mostly 114 µM), for the others: top-dose activity change, negative = substrate turnover | hit rate 0.01% among 390,000; also: % is scaled to controls: 0 for no effect and ±100 for the full control effect; nearly all actives have a fitted effect of over 50% in size
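Rat TrxR1, dispensed at 90 nM, was prereduced with 400 uM NADPH (final) for 5 min at ~22 deg C, then incubated with compound 15 min before 400 uM selenite. A first-read NADPH fluorescence drop versus no-compound background flagged substrates.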
IDH1 R132H inh: qHTS for Inhibitors of mutant isocitrate dehydrogenase 1 (IDH1): qHTS. Isocitrate dehydrogenase [NADP] cytoplasmic (Homo sapiens), O75874. IDH1-R132H enzyme, NADPH consumption, diaphorase/resazurin fluorescence. Potency, µM (highest dose often 76.6 µM), for inactives: at the highest dose activity change, negative = inhibition, actives largely listed as inhibitors. hit rate 0.093% among 390,000; also: % is scaled to controls: 0 for no effect and ±100 for the full control effect; nearly all actives have a fitted effect of over 65% in size
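IDH1-R132H (0.5 ug/mL) preincubated 30 min with compound, then NADPH (0.016 mM) and alpha-KG (2 mM) added; 80 min at RT, pH 7.5. Remaining NADPH coupled via diaphorase/resazurin to fluorescence (540/590 nm); concentration-response curves normalized to no-enzyme control.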
USP1-UAF1 inh: Inhibitors of USP1/UAF1: Primary Screen. Ubiquitin carboxyl-terminal hydrolase 1 (Homo sapiens), O94782. recombinant USP1/UAF1, Ub-Rhodamine cleavage fluorescence. Potency, µM (doses to about 57.1 µM), inactives show top-dose activity change, negative = inhibition, actives largely listed as inhibitors. hit rate 0.23% among 390,000. AID 743255, 2014; also: % is scaled to controls: 0 for no effect and ±100 for the full control effect; nearly all actives have a fitted effect of over 60% in size; inactives centre near -12
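In this screen, compounds sit with the deubiquitinase complex (1nM) for 15 min at room temperature before Ub-Rho is added at 150nM final. Fluorescence rise is then followed for 6 reads every 60 seconds.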
* marks the source's active call; other numbers are inactive results; [ ] = another dose, or the depositor's remark. Calls follow the shape of the dose curve; as a rule, active = well fitted curve in the direction sought with a large enough effect; inconclusive = small, poorly fitted or top-dose-only effect, or another doubt; inactive = no such curve, though single readings can be large; an effect the other way counts as inactive or inconclusive. Potency is read from the fitted curve at half-maximal effect. The list is partial. The share of hits here may be higher or lower than overall.

CCCCn1c(=NC(=O)c2cccnc2)c(C#N)cc2c(=O)n3cccc(C)c3nc21 was read as Vif-APOBEC3F blk -8.5%, TrxR1 inh 37.8%[activator], 12-LOX inh 0.0%, RGS4 inh -5.5%, Vif-APOBEC3G blk 2.3%, RXFP1 ag 0.5%, TrxR1 substrate 94.4%[activator], IDH1 R132H inh 2.8% and USP1-UAF1 inh -16.9%.
For Cc1ccc2[nH]c(CSc3nnc(C)s3)cc(=O)c2c1 the results were Vif-APOBEC3F blk -4.2%, TrxR1 inh -2.7%[57.1 µM], 12-LOX inh -17.6%, RGS4 inh -9.3%, Vif-APOBEC3G blk -1.6%, RXFP1 ag 1.0%, TrxR1 substrate -2.2%[57.1 µM], IDH1 R132H inh 2.4% and USP1-UAF1 inh -0.4%.
Screening O=C(NCCc1ccccc1)C(=O)NCC1OCCCN1S(=O)(=O)c1cc(F)ccc1F (stereo not drawn) returned Vif-APOBEC3F blk -9.5%, TrxR1 inh inconclusive, 12-LOX inh 0.2%, RGS4 inh 23.0%, Vif-APOBEC3G blk 1.4%, RXFP1 ag -2.8%, TrxR1 substrate -18.7%, IDH1 R132H inh 3.1% and USP1-UAF1 inh 2.0%.
CC12CCC(C(=O)NNc3ccc([N+](=O)[O-])cc3)(OC1=O)C2(C)C (stereo not drawn) was read as Vif-APOBEC3F blk 5.9%, TrxR1 inh 4.0%, 12-LOX inh 100.6%[activator], RGS4 inh 11.5%, Vif-APOBEC3G blk 0.2%, RXFP1 ag 1.2%, TrxR1 substrate -10.9%, IDH1 R132H inh 0.0% and USP1-UAF1 inh -10.4%.
Screening O=C(Nc1ccccc1)C1=C[C@H](c2csc3ccccc23)C[C@H](OCc2ccc(CO)cc2)O1 returned Vif-APOBEC3F blk -13.9%, TrxR1 inh 9.5%[57.1 µM], 12-LOX inh 0.6%, RGS4 inh 1.0%, Vif-APOBEC3G blk -3.5%, RXFP1 ag 3.2%, TrxR1 substrate 8.1%[57.1 µM], IDH1 R132H inh -3.7% and USP1-UAF1 inh inconclusive.
Screening CCN(CC)c1ccc(/C=C2/C(=O)c3ccc(C(=O)O)cc3C2=O)cc1 returned Vif-APOBEC3F blk inconclusive, TrxR1 inh inconclusive, 12-LOX inh -2.5%, RGS4 inh -28.9%, Vif-APOBEC3G blk -13.2%, RXFP1 ag -0.7%, TrxR1 substrate -14.2%, IDH1 R132H inh 4.7% and USP1-UAF1 inh 12.6µM*.
For O=C(Nc1ccccc1)C1=C[C@@H](c2ccc(C(F)(F)F)cc2)C[C@@H](OCc2ccc(CO)cc2)O1 the results were Vif-APOBEC3F blk 2.4%, TrxR1 inh -15.7%, 12-LOX inh -2.7%, RGS4 inh 0.3%, Vif-APOBEC3G blk -1.0%, RXFP1 ag 5.7%, TrxR1 substrate -13.7%[57.1 µM], IDH1 R132H inh 11.6% and USP1-UAF1 inh -16.7%.
COc1ccc(C(=O)Nc2ccc(S(=O)(=O)NC(C)(C)C)cc2)cc1[N+](=O)[O-] was read as Vif-APOBEC3F blk -1.9%, TrxR1 inh 16.1%, 12-LOX inh 2.2%, RGS4 inh 8.4%, Vif-APOBEC3G blk -2.0%, RXFP1 ag 3.0%, TrxR1 substrate -9.3%, IDH1 R132H inh -8.0% and USP1-UAF1 inh -1.7%.
Screening Cn1c(=O)[nH]c(=O)c2c1nc(N1CCCCC1)n2CC(O)COc1ccccc1 (stereo not drawn) returned Vif-APOBEC3F blk 0.4%, TrxR1 inh 33.7%, 12-LOX inh -1.8%, RGS4 inh 2.5%, Vif-APOBEC3G blk 1.7%, RXFP1 ag 4.7%, TrxR1 substrate 6.6%, IDH1 R132H inh 0.2% and USP1-UAF1 inh -1.6%.
`COc1cccc(C(=O)NN2C(=S)N(c3ccccc3)C(=O)C2CC(N)=O)c1` (stereo not drawn) gave Vif-APOBEC3F blk 8.0%, TrxR1 inh -1.1%[57.1 µM], 12-LOX inh 146.1%[activator], RGS4 inh -26.8%, Vif-APOBEC3G blk 1.8%, RXFP1 ag -1.8%, TrxR1 substrate -5.0%, IDH1 R132H inh 3.2% and USP1-UAF1 inh -6.0%.
Screening CCCCn1nc(NC(=O)c2cccs2)c2cc3ccccc3nc21 returned Vif-APOBEC3F blk -0.6%, TrxR1 inh 24.3%, 12-LOX inh -24.8%, RGS4 inh -18.5%, Vif-APOBEC3G blk 1.0%, RXFP1 ag 4.5%, TrxR1 substrate 39.5%[activator], IDH1 R132H inh 1.7% and USP1-UAF1 inh -24.5%.
For CCc1ccc(OCC(=O)NC(NC(=S)Nc2ccccc2)C(Cl)(Cl)Cl)cc1 (stereo not drawn) the results were Vif-APOBEC3F blk -2.6%, TrxR1 inh 15.6%[57.1 µM], 12-LOX inh 5.9%, RGS4 inh -0.8%, Vif-APOBEC3G blk -8.0%, RXFP1 ag -0.7%, TrxR1 substrate 10.1%[57.1 µM], IDH1 R132H inh -1.4% and USP1-UAF1 inh -9.8%.
Cc1ccc(-c2cn3c(n2)sc2cc(C(=O)NCCC4=CCCCC4)ccc23)cc1 was read as Vif-APOBEC3F blk -22.5%, TrxR1 inh 2.8%, 12-LOX inh -17.3%, RGS4 inh -11.9%, Vif-APOBEC3G blk 0.8%, RXFP1 ag 7.4%, TrxR1 substrate 9.3%[11.4 µM], IDH1 R132H inh -0.3% and USP1-UAF1 inh 3.7%.
Screening O=C(CSc1nnc2n1CCCN2)c1ccc(Cl)cc1 returned Vif-APOBEC3F blk 3.1%, TrxR1 inh -11.6%, 12-LOX inh 7.0%, RGS4 inh -4.3%, Vif-APOBEC3G blk 0.3%, RXFP1 ag 0.1%, TrxR1 substrate -11.3%, IDH1 R132H inh -3.4% and USP1-UAF1 inh -3.1%.
`COCCNC(=O)C1CCC(CNS(=O)(=O)c2ccc3c(c2)CC(C)N3C(C)=O)CC1` (stereo not drawn) gave Vif-APOBEC3F blk -6.2%, TrxR1 inh -1.0%, 12-LOX inh -14.4%, RGS4 inh -3.8%, Vif-APOBEC3G blk 10.2%, RXFP1 ag -0.4%, TrxR1 substrate -4.6%, IDH1 R132H inh -18.4% and USP1-UAF1 inh 8.7%.
Screening O=C(CSCC(=O)NC1CC1)Nc1ccc2ccccc2c1 returned Vif-APOBEC3F blk 5.8%, TrxR1 inh -10.4%, 12-LOX inh 0.0%, RGS4 inh 0.3%, Vif-APOBEC3G blk -1.3%, RXFP1 ag 0.1%, TrxR1 substrate -9.4%, IDH1 R132H inh 6.9% and USP1-UAF1 inh -1.8%.
For Cc1cccc(OCC(=O)Nc2ccc(NC(=O)c3ccccc3)cc2)c1 the results were Vif-APOBEC3F blk 1.3%, TrxR1 inh 16.1%, 12-LOX inh -13.0%, RGS4 inh 1.3%, Vif-APOBEC3G blk -2.2%, RXFP1 ag -0.8%, TrxR1 substrate 7.8%, IDH1 R132H inh -1.1% and USP1-UAF1 inh -20.9%.
For COc1cccc(-c2ccc3c(N)c(C(=O)Nc4cc(C(F)(F)F)ccc4OC)sc3n2)c1 the results were Vif-APOBEC3F blk -16.0%, TrxR1 inh 28.1%, 12-LOX inh -18.5%, RGS4 inh -28.3%, Vif-APOBEC3G blk 5.2%, RXFP1 ag 7.6%, TrxR1 substrate 12.6%, IDH1 R132H inh 0.1% and USP1-UAF1 inh -12.8%.
Screening CN(C(=O)C12CC3CC(CC(C3)C1)C2)C1CCS(=O)(=O)C1 (stereo not drawn) returned Vif-APOBEC3F blk 4.0%, TrxR1 inh -9.8%, 12-LOX inh 6.4%, RGS4 inh -2.6%, Vif-APOBEC3G blk -0.2%, RXFP1 ag 0.3%, TrxR1 substrate -7.1%, IDH1 R132H inh 11.4% and USP1-UAF1 inh -21.9%.
